Assay outcomes (PubChem)
CCR6 antag – CCR6 receptor antagonists, primary screen, cell-based, CHO-K1, luminescence, beta-arrestin, uHTS. hit rate 0.49% among 340,000. CHO-K1 CCR6 PathHunter beta-arrestin, CCL20-stimulated. AID 493098, 2011. inhibition, % at 20 µM;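 active = compounds whose inhibition of the agonist-driven luminescence signal at 20 µM reaches about 50%, limit read from the data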;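 also: cells stimulated with CCL20 at 14 nM final; plate controls were DMSO with CCL20 for no effect and DMSO without agonist for full effect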
Target sequence (P51684 whole entry, looked up): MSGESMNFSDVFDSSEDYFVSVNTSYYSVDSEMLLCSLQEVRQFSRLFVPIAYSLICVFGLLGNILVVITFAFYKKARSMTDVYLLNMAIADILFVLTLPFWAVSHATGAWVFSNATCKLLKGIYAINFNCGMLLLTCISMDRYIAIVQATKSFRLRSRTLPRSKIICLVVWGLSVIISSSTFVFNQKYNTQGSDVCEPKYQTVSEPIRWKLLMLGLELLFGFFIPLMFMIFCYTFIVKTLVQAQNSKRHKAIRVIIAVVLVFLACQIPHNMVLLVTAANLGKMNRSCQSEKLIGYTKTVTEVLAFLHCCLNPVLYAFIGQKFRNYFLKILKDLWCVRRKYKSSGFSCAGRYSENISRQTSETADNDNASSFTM
XBP1 UPR activ – activators of adaptive XBP1 UPR arm, primary screen, cell-based, CHO-XBP1 luciferase reporter, luminescence, uHTS; activation, % at 20 µM; hit rate 0.33% among 330,000; AID 463104, 2010; IRE1-XBP1 UPR activation; percent of tunicamycin response, DMSO as zero;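 active = versus positive control, 20 µM dose yields 30% or more activation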;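 also: 100% = tunicamycin at 10 µg/mL and 0% = DMSO only wells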
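Assay system: CHO-XBP1 luciferase reporter cells; Schedule: 6 h treatment, 37 °C; Detection: glow luminescence from Steady-Glo reagent; Benchmarks: high control tunicamycin 10 µg/mL final, low control DMSO vehicle only.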
EBI2 antag – EBI2 receptor antagonists, beta-arrestin recruitment, primary screen, cell-based, luminescence, 7a,25-OHC stimulation, uHTS. 7a,25-OHC stimulated. inhibition, % at 5 µM. G-protein coupled receptor 183 (Homo sapiens), P32249. AID 651636, 2012. hit rate 0.81% among 360,000; in the data active = inhibition above about 38%;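 also: enzyme fragment complementation signal reports receptor beta-arrestin coupling in cells; 0% = agonist plus DMSO wells and 100% = wells without agonist; some results beyond the cut were filed as inactive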
Target sequence (P32249 whole entry, looked up, the tested form may be a part): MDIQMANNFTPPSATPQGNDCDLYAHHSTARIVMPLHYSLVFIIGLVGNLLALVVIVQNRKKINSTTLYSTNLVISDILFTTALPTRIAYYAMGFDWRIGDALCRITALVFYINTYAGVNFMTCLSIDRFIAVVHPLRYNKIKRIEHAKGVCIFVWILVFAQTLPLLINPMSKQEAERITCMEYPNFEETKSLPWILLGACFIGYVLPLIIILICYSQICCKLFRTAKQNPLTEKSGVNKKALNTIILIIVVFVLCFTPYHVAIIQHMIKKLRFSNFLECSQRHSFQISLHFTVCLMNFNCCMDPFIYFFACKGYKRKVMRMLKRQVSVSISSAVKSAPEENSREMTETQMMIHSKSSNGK
Jurkat NFkB inh – inhibitors of induced NF-kB luciferase reporter, primary screen, TCR NF-kB activation inhibitor project, cell-based, luminescence, uHTS. Jurkat, PMA/ionomycin-induced NF-kB luciferase reporter. inhibition, % at 4 µM. hit rate 0.53% among 330,000. AID 435003, 2010; in the data active = inhibition above about 50%
697 NFkB inh – inhibitors of PMA/ionomycin-induced NF-kB reporter, 697 cells, primary screen, B-cell NF-kB inhibitor project, cell-based, luminescence, uHTS; AID 435022, 2010; inhibition, % at 4 µM; 697 B-cell NF-kB luciferase reporter, 16 h; hit rate 0.33% among 330,000; in the data active = inhibition above about 35%
Gli-Sufu block – Gli-Sufu pathway antagonists, primary screen, luciferase luminescence, Sufu-KO-LIGHT cells, uHTS | Sufu-KO-LIGHT fibroblasts, Gli luciferase reporter luminescence | inhibition, % at 5 µM | hit rate 0.74% among 340,000;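 active = inhibition above about 55%, limit read from the data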;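 also: 0% = DMSO-treated cells and 100% = wells with medium but no cells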
Mdm2 MdmX PPI – inhibitors of human Mdm2-MdmX association, primary screen, cell-based, luminescence, split luciferase, SaOS-2, uHTS. Protein Mdm4 (Homo sapiens) + E3 ubiquitin-protein ligase Mdm2 (Homo sapiens), …. SaOS-2 split-luciferase Mdm2/MdmX complementation. inhibition, % at 8 µM. hit rate 3% among 330,000. AID 485346, 2010;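 active = inhibition of at least 50% at 8 µM in the primary screen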
CXCR6 block – CXCR6 receptor inhibitors, primary screen, cell-based, beta-arrestin, luminescence, CHO-K1 PathHunter, 1536-well | C-X-C chemokine receptor type 6 (Homo sapiens), O00574 | inhibition, % at 20 µM | hit rate 0.36% among 360,000; in the data active = inhibition above about 34%, passing the limit was not always enough;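 also: antagonist mode with CXCL16 agonist at 10 nM final; 0% = 10 nM CXCL16 with DMSO and 100% = unstimulated wells without agonist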
UPR CHOP act – activators of apoptotic CHOP UPR arm, primary screen, cell-based, CHO-CHOP luciferase reporter, luminescence, uHTS; AID 449763, 2010; UPR activation; percent of tunicamycin response over DMSO baseline; hit rate 0.34% among 330,000; activation, % at 10 µM;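 active = at 10 µM dose, activation of 40% or more, normalized to positive control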;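 also: 100% = tunicamycin at 10 µg/mL and 0% = DMSO alone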
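Test system: CHO CHOP reporter cells. Input: 500 CHO-CHOP cells per well. Medium: F12 with 10% FBS. Technique: luciferase luminescence. Measure: percent activation relative to tunicamycin control. Dosing: 10 µM compound, 0.5% DMSO. Timing: 16-18 h cell attachment, then 6 h compound exposure, 37 °C.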
Active calls of the source: *; nt = not tested or not shown.

SMILES | CCR6 antag | XBP1 UPR activ | EBI2 antag | Jurkat NFkB inh | 697 NFkB inh | Gli-Sufu block | Mdm2 MdmX PPI | CXCR6 block | UPR CHOP act
COc1ccc([N+](=O)[O-])cc1NCc1ccccc1C | 19.5 | 0.8 | 7.7 | -26.5 | -41.4 | -11.6 | 17.2 | 17.6 | 1.7
O=C(CCCOc1ccc(Cl)cc1Cl)N/N=C/c1ccccc1O | 2.2 | 0.8 | -15.2 | 27.1 | -9.0 | 2.3 | 75.6* | -6.2 | 0.1
FC(F)(F)c1cccc(-c2nnc(-c3ccccc3)c(N3CCOCC3)n2)c1 | 3.4 | 2.8 | 13.2 | -14.3 | 6.3 | -4.0 | 16.8 | 6.0 | -1.7
CCCn1c(=O)c2ccccc2n2c(SCC(=O)N3CCc4ccccc4C3)nnc12 | 0.9 | -0.2 | -6.2 | 10.7 | 6.2 | -22.0 | 11.9 | -4.5 | 0.2
COc1cccc(NC(=O)CC2S/C(=N\S(=O)(=O)c3ccccc3)N(c3ccccc3)C2=O)c1 (stereo unspecified) | 27.6 | -0.9 | 4.5 | 13.3 | -1.0 | 2.3 | 14.0 | 7.6 | -1.5
Cc1cc(C)n(S(=O)(=O)c2ccc(Cl)cc2)n1 | -3.1 | -3.8 | -16.0 | -3.7 | -0.4 | 22.1 | 30.2 | 1.5 | 0.3
OCC1=C[C@@H](O)[C@@H]2C=CO[C@@H](O[C@@H]3O[C@H](CO)[C@@H](O)[C@H](O)[C@H]3O)[C@H]12 | 8.1 | -3.2 | -16.9 | -1.6 | -3.0 | -7.1 | 10.7 | -1.8 | -0.1
COc1ccccc1CNC(=O)CCNS(=O)(=O)c1cccc2nonc12 | 21.9 | -0.5 | 4.0 | -8.5 | -4.5 | -1.4 | 13.0 | -0.6 | -0.4
CN(C)CC(C)(C)CNCc1cc(=O)oc2ccc3ccccc3c12 | -5.5 | -0.7 | 5.7 | -5.3 | 12.5 | -12.6 | 0.8 | -2.1 | -0.5
Cc1ccc(-n2c(SCC(=O)OC(C)C)nnc2-c2ccccn2)cc1 | 11.3 | -1.2 | 3.6 | -6.0 | -0.7 | 0.9 | -11.6 | 4.2 | 0.2
CCOCCCNC(=O)CCSc1ccc(C)cc1 | -4.3 | 3.0 | 0.9 | -2.2 | 3.0 | 6.5 | 1.3 | 2.0 | -4.0
COc1ccc(C2C(C(=O)OC(C)C)=C(C)N=c3s/c(=C\c4cccs4)c(=O)n32)cc1 (stereo unspecified) | 7.0 | -4.4 | 7.3 | 0.7 | -3.7 | 5.6 | 35.9 | 12.0 | -1.5
C=CCn1c(-c2cccs2)nc2ccccc21 | 6.2 | -0.1 | -11.6 | -9.1 | -21.2 | -9.6 | 25.0 | -3.4 | 0.2
COC(=O)c1c(C)[nH]c(C(=O)CSc2nnnn2-c2ccccc2)c1C | -9.1 | 8.6 | -5.1 | -16.1 | -8.7 | 6.1 | 1.6 | -17.3 | -0.6
CSc1nc2ccc(S(=O)(=O)N3CCc4ccccc43)cc2s1 | 15.1 | 2.9 | 8.7 | 25.9 | -21.7 | 24.8 | 45.0 | 1.4 | 0.8
O=S(=O)(NCc1cc(-c2ccccc2Cl)no1)c1ccc(Cl)cc1 | -8.2 | 2.7 | 0.2 | -0.5 | 11.3 | 1.9 | -6.5 | -2.7 | 1.7
O=C1CCN(S(=O)(=O)c2ccccc2)C2CCCCC12 (stereo unspecified) | 1.6 | 0.1 | -8.4 | -1.1 | -0.1 | 15.2 | 36.1 | 2.0 | -1.1
CCOC(=O)C(Cc1ccccc1)C(=O)NCc1ccccc1 (stereo unspecified) | 11.5 | -6.2 | -2.6 | -0.5 | 3.4 | -4.5 | -9.8 | 2.9 | 2.3
Cc1c(NC(=O)c2nn(C)c(=O)c3ccccc23)c(=O)n(-c2ccccc2)n1C | 5.3 | 1.2 | -1.7 | 3.4 | -10.8 | 5.1 | -6.5 | -10.3 | -0.7
O=C(c1cccc([N+](=O)[O-])c1)N1CCCC(C(=O)N2CCCCC2)C1 (stereo unspecified) | 3.7 | -0.3 | -5.2 | -7.3 | -12.7 | 6.2 | 2.9 | 5.3 | -0.6
COc1ccccc1OCCCC(=O)Nc1nnc(C2CCCO2)s1 (stereo unspecified) | 17.2 | -3.9 | -0.4 | -0.8 | 8.1 | -16.7 | -0.9 | -4.0 | -0.2
Cc1ccccc1NC(=O)N1CCc2ccccc2C1 | -2.2 | -2.1 | -11.9 | -32.1 | -21.2 | 1.5 | -17.4 | 0.9 | 3.0
CCN1CCN(c2cc(C)c3cc(NC(=O)CCC(=O)Nc4ccc(OC)c(OC)c4)ccc3n2)CC1 | 11.6 | -0.9 | -1.5 | -4.5 | 6.6 | -0.1 | 11.5 | -0.5 | -0.5
CCN(CC)S(=O)(=O)c1cccc(C(=O)Oc2cccc(NC(=O)c3cccs3)c2)c1 | 9.3 | -0.9 | -1.4 | 1.0 | 20.6 | -5.2 | -21.0 | 0.1 | 1.7
CN(C)S(=O)(=O)c1ccc(N2CCCC2)c(C(=O)OCC(=O)N2CCN(c3ccccc3)CC2)c1 | 9.4 | -2.0 | 7.3 | -25.3 | -17.6 | 19.3 | -5.8 | 3.3 | 1.1
Clc1ccc(NCn2cncn2)nc1 | -7.8 | -2.6 | -22.8 | -10.1 | 6.9 | 0.2 | -6.3 | -8.8 | -1.1
C/C(Cn1nnc([N+](=O)[O-])n1)=N\NC(=O)c1ccc(C)cc1 | -15.0 | nt | -5.4 | nt | nt | -15.9 | nt | -5.6 | nt

Ordered by number of heavy atoms (highest first): part of the list above
SMILES | CCR6 antag | XBP1 UPR activ | EBI2 antag | Jurkat NFkB inh | 697 NFkB inh | Gli-Sufu block | Mdm2 MdmX PPI | CXCR6 block | UPR CHOP act
CCN(CC)S(=O)(=O)c1cccc(C(=O)Oc2cccc(NC(=O)c3cccs3)c2)c1 | 9.3 | -0.9 | -1.4 | 1.0 | 20.6 | -5.2 | -21.0 | 0.1 | 1.7
Cc1c(NC(=O)c2nn(C)c(=O)c3ccccc23)c(=O)n(-c2ccccc2)n1C | 5.3 | 1.2 | -1.7 | 3.4 | -10.8 | 5.1 | -6.5 | -10.3 | -0.7
COC(=O)c1c(C)[nH]c(C(=O)CSc2nnnn2-c2ccccc2)c1C | -9.1 | 8.6 | -5.1 | -16.1 | -8.7 | 6.1 | 1.6 | -17.3 | -0.6
COc1ccccc1OCCCC(=O)Nc1nnc(C2CCCO2)s1 (stereo unspecified) | 17.2 | -3.9 | -0.4 | -0.8 | 8.1 | -16.7 | -0.9 | -4.0 | -0.2
CSc1nc2ccc(S(=O)(=O)N3CCc4ccccc43)cc2s1 | 15.1 | 2.9 | 8.7 | 25.9 | -21.7 | 24.8 | 45.0 | 1.4 | 0.8
O=C1CCN(S(=O)(=O)c2ccccc2)C2CCCCC12 (stereo unspecified) | 1.6 | 0.1 | -8.4 | -1.1 | -0.1 | 15.2 | 36.1 | 2.0 | -1.1
